a7 integrin act – qHTS for Activators of Integrin-Mediated Alleviation for Muscular Dystrophy. alpha7betagal myoblasts, beta-gal FDG fluorescence, 48 h. Potency, µM (doses to about 38.3 µM), without a hit: at the highest dose activation, hits mostly activators. 350,000 tested, 0.064% active. AID 624291, 2012;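 also: potency is read from the fitted curve at half-maximal effect; 100% = response of the positive control SU9516; nearly all actives have a fitted effect of over 60% in size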
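Alpha7betagal+/- myoblasts (passage 13) were plated 16-24 hr, then exposed to compounds (1:260 dilution of DMSO stock) for 48 hours at 37C. After MPER lysis, β-galactosidase reporter activity was read as FDG fluorescence (ex 480/em 540) after 30 minutes.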
GALK inh – qHTS Assay for Inhibitors of Human Galactokinase (GALK); P51570; AID 1868, 2009; Potency, µM (titrated, usually from 57.5 µM), without a hit: at the top dose activity change, negative = inhibition, hits mostly inhibitors; 270,000 tested, 0.007% active; Purified GALK, Kinase-Glo residual ATP luminescence; also: potency is read from the fitted curve at half-maximal effect; % is scaled to controls: 0 for no effect and ±100 for the full control effect
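Compounds were pin-transferred into ATP buffer (35 uM final), then GALK plus galactose (5 nM, 100 uM final) was added. After 1 h at room temperature, Kinase-Glo Plus was added and luminescence read after 10 min.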
Menin MLL FP TR – qHTS Assay for Inhibitors Targeting the Menin-MLL Interaction in MLL Related Leukemias: Competition With Texas Red Labeled MLL-derived Mutant Peptide; Menin + Texas Red MLL mutant peptide, fluorescence polarization; Potency, µM (series often up to 61.6 µM), for inactives: top-dose FP activity change, negative = inhibition, actives largely listed as inhibitors; 270,000 tested, 0.23% active; AID 1768, 2009; active = well fitted inhibition curve with a large enough effect in the polarisation, with a control signal flat, not every such curve was filed as active; inconclusive = small, poorly fitted or top-dose-only effect, or effect the other way, or a change in a side signal; inactive = no such curve, though single readings can be large or run the other way; the % refers to the polarisation; also: potency is read from the fitted curve at half-maximal effect; % of control where 0% means no effect; many of its hits are not listed in these tables
ASM inhibitor – Inhibitors of Secretory Acid Sphingomyelinase (S-ASM): qHTS. Sphingomyelin phosphodiesterase (Homo sapiens), P17405. placental ASM, HMU-PC fluorogenic substrate, 60 min. Potency, µM (highest dose often 57.5 µM), inactives show at the highest dose activity change, negative = inhibition, most hits filed as inhibitors. 340,000 tested, 0.006% active. AID 504937, 2011; also: potency is read from the fitted curve at half-maximal effect
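qHTS format. ASM enzyme prepared from human placenta hydrolyses the fluorogenic substrate HMU-PC0 (9 uM final) over 60 min at 37 °C after a 10 min compound preincubation.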
PKM2 act – qHTS Assay for Activators of Human Muscle isoform 2 Pyruvate Kinase; purified PKM2, Kinase-Glo ATP luminescence, activation; response scale: 0% is enzyme alone, no compound; Pyruvate kinase PKM (Homo sapiens), P14618; 260,000 tested, 0.34% active; Potency, µM (titrated, usually from 57.5 µM), for the others: top-dose activation, actives largely listed as activators; also: potency is read from the fitted curve at half-maximal effect; % is scaled to controls: 0 for no effect and ±100 for the full control effect; nearly all actives have a fitted effect of over 55% in size
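Kinase-Glo luminescence reports ATP generated from ADP (0.1 mM) and PEP (0.5 mM) by purified hPK-M2 after 1 h at room temperature, pH 7.2 imidazole buffer; intermediate enzyme activity allows detecting inhibitors and activators.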
Chronic BCR inh – qHTS Assay to Find Inhibitors of Chronic Active B-Cell Receptor Signaling. ABC-DLBCL IkBa-CBG/CBR reporter, luminescence ratio, 4 h. AID 493014, 2011. 340,000 tested, 0.05% active. Potency, µM (highest dose often 46.1 µM), for inactives: at the top dose ratio change, negative = lower green/red ratio, most hits filed as inhibitors; active = well fitted inhibition curve with a large enough effect in the signal ratio, with a control signal flat, not every such curve was filed as active; inconclusive = small, poorly fitted or top-dose-only effect, or effect the other way, or a change in a side signal; the % refers to the signal ratio;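 also: potency is read from the fitted curve at half-maximal effect; plate controls were basal doxycycline-induced cells for no effect and cells given 10 µM MG132 for full effect; MG132 reads +100%, hits lower the ratio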
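TMD8 ABC-DLBCL cells carrying doxycycline-inducible green luciferase fused to IkappaBalpha plus unfused red luciferase were exposed to compounds (up to 46 uM) for 4 hrs at 37C. Activity came from the overlap-corrected green/red luminescence ratio.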
B2AR arrestin – qHTS assay of beta-arrestin-biased ligands of beta2-adrenergic receptor; Potency, µM (series often up to 46.1 µM), without a hit: at the highest dose activation, hits mostly activators; Beta-2 adrenergic receptor (Homo sapiens), P07550; beta-arrestin recruitment to beta2AR, cell-based reporter; 330,000 tested, 0.02% active;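 also: potency is read from the fitted curve at half-maximal effect; 0% = DMSO controls and full agonism = EC100 isoproterenol or metaproterenol; nearly all actives have a fitted effect of over 65% in size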
Target sequence (P07550 whole entry, looked up): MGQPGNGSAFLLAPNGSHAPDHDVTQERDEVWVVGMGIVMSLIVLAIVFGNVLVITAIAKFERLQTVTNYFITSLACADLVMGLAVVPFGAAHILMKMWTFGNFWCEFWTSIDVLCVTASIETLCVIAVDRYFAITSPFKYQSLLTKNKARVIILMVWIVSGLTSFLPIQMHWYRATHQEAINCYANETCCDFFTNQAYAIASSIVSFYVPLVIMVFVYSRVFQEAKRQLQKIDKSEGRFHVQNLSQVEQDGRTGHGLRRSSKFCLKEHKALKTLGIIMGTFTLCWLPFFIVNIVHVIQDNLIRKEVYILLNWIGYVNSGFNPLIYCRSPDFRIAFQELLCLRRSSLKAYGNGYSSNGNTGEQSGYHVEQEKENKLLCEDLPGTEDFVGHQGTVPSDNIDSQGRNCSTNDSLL
FBPA coupling cs – qHTS Assay for Inhibitors of Fructose-1,6-bisphosphate Aldolase from Giardia Lamblia: Coupling assay counterscreen; coupling enzyme system counterscreen, AmpLite Red fluorescence; activity change, negative = inhibition, % at 58.2 µM, hits read low; 290,000 tested, 0.67% active; AID 2472, 2010; in the data active = activity change below about -30%; also: % is scaled to controls: 0 for no effect and ±100 for the full control effect
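Counterscreen lacking aldolase: glyceraldehyde-3-phosphate coupling-enzyme reagent preincubated 10 min at RT with compound (at 57.5 uM final), then substrate/coupling system with AmpLite Red added; fluorescence read at 525/598 nm after 20 min RT.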
PTAP TSG101 blk – qHTS Assay for Iinhibitors of HIV-1 Budding by Blocking the Interaction of PTAP/TSG101; Fluorescence polarization, FITC-PTAP peptide / Tsg101 binding; Potency, µM (highest dose often 115 µM), without a hit: top-dose activity change, negative = inhibition, most hits filed as inhibitors; 340,000 tested, under 10 active; AID 493005, 2010; active = well fitted inhibition curve with a large enough effect in the main read-out, with a control signal flat, not every such curve was filed as active; inconclusive = small, poorly fitted or top-dose-only effect, or effect the other way, or a change in a side signal; inactive = no such curve, though single readings can be large or run the other way; also: potency is read from the fitted curve at half-maximal effect; % of control where 0% means no effect
Target sequence (Q99816 whole entry, looked up): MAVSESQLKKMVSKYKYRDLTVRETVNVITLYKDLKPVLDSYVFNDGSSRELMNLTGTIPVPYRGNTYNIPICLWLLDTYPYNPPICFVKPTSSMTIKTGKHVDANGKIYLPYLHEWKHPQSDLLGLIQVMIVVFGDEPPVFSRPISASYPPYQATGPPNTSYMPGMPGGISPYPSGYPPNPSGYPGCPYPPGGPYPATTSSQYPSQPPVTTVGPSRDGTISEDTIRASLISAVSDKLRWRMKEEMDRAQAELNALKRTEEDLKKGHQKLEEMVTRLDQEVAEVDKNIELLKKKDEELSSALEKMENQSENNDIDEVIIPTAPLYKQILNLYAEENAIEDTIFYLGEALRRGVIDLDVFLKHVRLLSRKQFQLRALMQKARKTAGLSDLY
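Steps: Tsg101 binding domain dispensed (10 uM final), compounds pinned in DMSO, FITC-labeled PTAP-motif peptide added (50 nM final); after 20 min binding at room temperature, polarization measured.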
Giardia killer – Small Molecules that selectively kill Giardia lamblia: qHTS | Giardia lamblia trophozoite viability | activity change, % at 7.66 µM, hits read low | 340,000 tested, 0.15% active | AID 540267, 2011; in the data active = activity change below about -80%; inconclusive = between about -30% and that limit;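 also: parasites exposed to compound for two days anaerobically before the ATP read; % is scaled to controls: 0 for no effect and ±100 for the full control effect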
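Trophozoite viability was measured as ATP-dependent luminescence, read 15-30 min after reagent addition. Before that, parasites at 100 cells/well were exposed to compounds for 48 h, anaerobically, at 37 deg C.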
Tb PFK inh – qHTS Assay to Find Inhibitors of T. brucei phosphofructokinase | ATP-dependent 6-phosphofructokinase (Trypanosoma brucei brucei), O15648 | T. brucei PFK, ADP-Glo luminescence | Potency, µM (series often up to 57.5 µM), for inactives: at the highest dose activity, negative = inhibition, actives largely listed as inhibitors | 330,000 tested, 0.17% active;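 also: potency is read from the fitted curve at half-maximal effect; 0% = uninhibited 1x PFK enzyme wells and -100% = no-enzyme wells; nearly all actives have a fitted effect of over 60% in size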
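Activity is normalized to no-enzyme wells (full inhibition) and 1.25 nM enzyme wells (no inhibition). Reaction: 0.5 mM F6P, 0.1 mM ATP, 45 min RT, ADP-Glo luminescence; concentration-response curves fitted and classed by quality.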
Numbers without * were called inactive; [ ] = dose if it differs, or a comment. Unless noted, calls follow the shape of the dose curve; as a rule, active = well fitted curve in the direction sought with a large enough effect; inconclusive = small, poorly fitted or top-dose-only effect, or another doubt; inactive = no such curve, though single readings can be large; an effect the other way counts as inactive or inconclusive. These rows are one share of the data; count on the stated rates, not on these rows.

COc1ccc(C(=O)Nc2cccc(S(=O)(=O)N(C)C)c2)cc1S(=O)(=O)N1CCOCC1 was read as ASM inhibitor 4%, Chronic BCR inh -3%, B2AR arrestin -0.8%, PTAP TSG101 blk -3%, Giardia killer -28 and Tb PFK inh 0%.
`CCSc1nc2sc3c(c2c(=O)[nH]1)CCCC3` gave a7 integrin act -1%, GALK inh -1%, Menin MLL FP TR 0%, ASM inhibitor 0%, PKM2 act -2%, Chronic BCR inh inconclusive, B2AR arrestin -0.3%, FBPA coupling cs -2, PTAP TSG101 blk 1%, Giardia killer -4 and Tb PFK inh -4%.
`Cc1ccc2[nH]c3c(=O)n(CCN4CCOCC4)cnc3c2c1` gave a7 integrin act 8%, GALK inh 1%, Menin MLL FP TR -6%, ASM inhibitor 0%, PKM2 act -12%, Chronic BCR inh -5%, B2AR arrestin -0.4%, FBPA coupling cs -1, PTAP TSG101 blk -5%, Giardia killer 4 and Tb PFK inh -5%.
O=C(NNS(=O)(=O)c1ccc(Br)cc1)c1ccccc1-n1cccc1 was read as a7 integrin act inconclusive, GALK inh -4%, ASM inhibitor 6%, PKM2 act -1%, Chronic BCR inh 0%, B2AR arrestin -1.3%, PTAP TSG101 blk -1%, Giardia killer 9 and Tb PFK inh -3%.
For Cc1cc(C(=O)CSc2nc3ccccc3c(=O)n2C)c(C)n1CC1CCCO1 (centres undefined) the results were GALK inh 0%, Menin MLL FP TR inconclusive, PKM2 act -4%, Chronic BCR inh inconclusive, B2AR arrestin -0.1%, FBPA coupling cs 3 and Tb PFK inh 8%.
For O=C1C=C(NCCN2CCOCC2)C(=O)c2cnccc21 the results were Menin MLL FP TR 3%, PKM2 act -5%, Chronic BCR inh inconclusive, B2AR arrestin -0.6%, FBPA coupling cs -27 and Tb PFK inh -9%.
`CSc1ccc(/C=C/C(=O)c2ccc(NC(=O)Cc3ccccc3)cc2)cc1` gave a7 integrin act 0%, GALK inh -4%, Menin MLL FP TR -17%, ASM inhibitor 69%[activator], PKM2 act 6%, Chronic BCR inh inconclusive, B2AR arrestin -2.5%, FBPA coupling cs -2, PTAP TSG101 blk 4%, Giardia killer 7 and Tb PFK inh -3%.
`C=CCOC(=O)c1ccc(-n2cnc(C)n2)nc1` gave a7 integrin act 1%, GALK inh -3%, Menin MLL FP TR -10%, ASM inhibitor -2%, PKM2 act 0%, Chronic BCR inh inconclusive, B2AR arrestin -0.3%, FBPA coupling cs -1, PTAP TSG101 blk 1%, Giardia killer 4 and Tb PFK inh 2%.
O=C(NCc1ccc(Cl)cc1Cl)C(=O)N1CCCCC1 was read as a7 integrin act 21%, GALK inh 0%, Menin MLL FP TR 0%, ASM inhibitor 0%, PKM2 act -12%, Chronic BCR inh 0%, B2AR arrestin -0.3%, FBPA coupling cs 7, PTAP TSG101 blk -1%, Giardia killer 1 and Tb PFK inh 2%.
`O=C(COC(=O)COc1ccccc1)NC12CC3CC(CC(C3)C1)C2` gave a7 integrin act -2%, ASM inhibitor 3%, Chronic BCR inh 0%, B2AR arrestin 0.6%, PTAP TSG101 blk -2%, Giardia killer 2 and Tb PFK inh 0%.
`CC(=O)n1cc([C@@H]2C=C(C(=O)O)O[C@H](OCc3ccc(CO)cc3)C2)c2ccccc21` gave a7 integrin act 4%, GALK inh 1%, Menin MLL FP TR -7%, ASM inhibitor 7%, PKM2 act 0%, Chronic BCR inh 0%, B2AR arrestin -0.4%, FBPA coupling cs 2, PTAP TSG101 blk 1%, Giardia killer -1 and Tb PFK inh 3%.
`CCOC(=O)c1cnn2c(C(F)(F)F)cc(-c3cn(C)nc3C)nc12` gave a7 integrin act -3%, GALK inh 0%, Menin MLL FP TR 0%, PKM2 act 6%, Chronic BCR inh 7%, B2AR arrestin 0.1%, FBPA coupling cs 1, PTAP TSG101 blk -5%, Giardia killer 20 and Tb PFK inh 0%.
Screening CN1CCN(c2nc3ccccc3nc2NS(=O)(=O)c2ccc(Br)cc2)CC1 returned a7 integrin act 9%, ASM inhibitor 17%, Chronic BCR inh -1%, B2AR arrestin 0.0%, PTAP TSG101 blk -9%, Giardia killer -11 and Tb PFK inh 0%.
Cc1ccc(C)c(S(=O)(=O)N2CCC(c3nc4c(nnn4Cc4ccc5c(c4)OCCO5)c(=O)[nH]3)CC2)c1 was read as a7 integrin act -21%, GALK inh -5%, ASM inhibitor 48%[activator], Chronic BCR inh inconclusive, B2AR arrestin 0.5%, PTAP TSG101 blk 0%, Giardia killer 7 and Tb PFK inh 9%.
`CCNC(=S)N/N=C/c1cccc(OCc2c(F)cccc2Cl)c1` gave a7 integrin act -14%, Menin MLL FP TR -11%, ASM inhibitor -21%, PKM2 act -19%, Chronic BCR inh 0%, B2AR arrestin 2.7%, FBPA coupling cs -15, PTAP TSG101 blk -1%, Giardia killer -8 and Tb PFK inh 3%.
`C=CC[n+]1c(C)csc1Nc1ccc(C)cc1` gave a7 integrin act 5%, GALK inh 1%, Menin MLL FP TR -17%, ASM inhibitor -1%, Chronic BCR inh inconclusive, B2AR arrestin -0.2%, FBPA coupling cs 0, PTAP TSG101 blk -2%, Giardia killer 10 and Tb PFK inh 3%.
For O=C(N/N=C/c1ccccc1Cl)c1ccc(F)cc1 the results were a7 integrin act -17%, GALK inh 1%, Menin MLL FP TR 3%, ASM inhibitor 1%, PKM2 act -1%, Chronic BCR inh inconclusive, B2AR arrestin 0.1%, FBPA coupling cs 1, PTAP TSG101 blk -5%, Giardia killer -5 and Tb PFK inh -8%.
For Cc1cc(C)nc(SCCn2c(N3CC(C)OC(C)C3)nc3c2c(=O)n(C)c(=O)n3C)n1 (centres undefined) the results were a7 integrin act 7%, GALK inh 6%, Menin MLL FP TR 0%, ASM inhibitor 0%, PKM2 act 2%, Chronic BCR inh inconclusive, B2AR arrestin 0.1%, FBPA coupling cs 4, PTAP TSG101 blk -1%, Giardia killer -11 and Tb PFK inh 0%.
Screening Cc1sc2c(c1C)CN(C1CC(C)(C)NC(C)(C)C1)CN2C(=O)c1ccco1 returned GALK inh 0%, Menin MLL FP TR -9%, PKM2 act -8%, Chronic BCR inh -7%, B2AR arrestin -0.2%, FBPA coupling cs 1 and Tb PFK inh 20%.
COc1ccc(CN(C)C(=O)c2ccc(Cl)c(S(=O)(=O)NCc3cccnc3)c2)cc1F was read as a7 integrin act -17%, ASM inhibitor 1%, Chronic BCR inh -1%, B2AR arrestin 3.1%, PTAP TSG101 blk -7%, Giardia killer 6 and Tb PFK inh 1%.
`CC(=O)c1ccc(OCCCC(=O)OCc2nnc(-c3ccc(Cl)cc3)o2)cc1` gave a7 integrin act 34%, GALK inh 2%, Menin MLL FP TR -4%, ASM inhibitor -6%, PKM2 act 2%, Chronic BCR inh 2%, B2AR arrestin 0.3%, FBPA coupling cs 4, PTAP TSG101 blk -7%, Giardia killer -3 and Tb PFK inh -2%.
Cc1cccc(Cc2cnc(NC(=O)CN3C(=O)/C(=C/c4ccccc4)SC3=S)s2)c1 was read as a7 integrin act -1%, GALK inh 2%, Menin MLL FP TR inconclusive, ASM inhibitor -5%, PKM2 act -2%, Chronic BCR inh 17%, B2AR arrestin -1.4%, FBPA coupling cs 5, PTAP TSG101 blk 1%, Giardia killer -10 and Tb PFK inh 2%.
`CCC(C)C(NC(=O)C1CCC(C)CC1)C(=O)NC(CCSC)C(=O)OC` (centres undefined) gave a7 integrin act 6%, GALK inh 1%, ASM inhibitor -1%, PKM2 act 0%, Chronic BCR inh -10%, B2AR arrestin -1.7%, FBPA coupling cs 2, PTAP TSG101 blk 0%, Giardia killer -2 and Tb PFK inh 2%.
`Cc1[nH]c2ccccc2c1CCN(Cc1cccs1)C(=S)Nc1ccccc1` gave a7 integrin act -15%, GALK inh -1%, Menin MLL FP TR -21%, ASM inhibitor -3%, PKM2 act -2%, Chronic BCR inh inconclusive, B2AR arrestin -0.2%, FBPA coupling cs -5, PTAP TSG101 blk -2%, Giardia killer -3 and Tb PFK inh 3%.
